PLC-gamma1 inh = PLC-gamma1 enzyme inhibitors, primary screen, biochemical, fluorescence, purified enzyme; fluorogenic substrate; inhibition, % at 12.2 µM; actives 0.84% (n = 370,000); AID 720700, 2013; in the data active means inhibition above about 9.5%
PLCb3 inh = human PLC-beta3 inhibitors, primary screen, biochemical, fluorescence. 1-phosphatidylinositol 4,5-bisphosphate phosphodiesterase beta-3 (Homo sapiens), Q01970. Purified PLC-beta3, fluorogenic substrate. inhibition, % at 12.2 µM. actives 0.18% (n = 370,000); in the data active means inhibition above about 11%;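 further: 0% = median of compound wells on plate and 100% = full blocker control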
DDE Tn6 FP inh = inhibitors of Tn6 peptide binding to fibrin DD(E), primary screen, biochemical, fluorescence polarization, human fibrin, Tn6 probe; Fibrinogen beta chain (Homo sapiens), P02675; Fibrin DD(E) TRITC-Tn6 fluorescence polarization displacement; inhibition, % at 8.3 µM; actives 0.21% (n = 370,000);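 active means inhibition above a per-campaign cutoff: mean of compounds within control limits plus 3 SD, cut at about 15% in these data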;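 further: 0% = median of all compound wells on the plate and 100% = blocking peptide control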
KLK7 zymogen act = proKLK7 zymogen activators, primary screen, biochemical, fluorescence intensity; Kallikrein-7 (Homo sapiens), P49862; purified proKLK7, EDANS-DABCYL substrate fluorescence; 100% is mature enzyme control, 0% vehicle; activation, % at 7 µM; actives 0.9% (n = 370,000); AID 652039, 2013;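 active means activation above the mean of all tested compounds plus 3 SD, computed per campaign excluding outliers beyond control limits, cut at about 13% in these data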
Target sequence (P49862 whole entry, looked up): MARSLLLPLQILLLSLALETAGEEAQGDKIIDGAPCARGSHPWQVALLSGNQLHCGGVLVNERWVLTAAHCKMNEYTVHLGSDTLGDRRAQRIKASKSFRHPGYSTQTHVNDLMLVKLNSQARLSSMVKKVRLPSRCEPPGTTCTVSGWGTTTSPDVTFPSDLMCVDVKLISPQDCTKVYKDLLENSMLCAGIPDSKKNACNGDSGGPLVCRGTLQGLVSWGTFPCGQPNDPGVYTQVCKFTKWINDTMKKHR
DDE Tn7 FP inh = inhibitors of Tn7 peptide binding to fibrin DD(E), primary screen, biochemical, fluorescence polarization, human fibrin, Tn7 probe. Fibrinogen beta chain (Homo sapiens), P02675. FP displacement of FITC-Tn7 peptide from fibrin DD(E); 0% = median of compound wells per plate. inhibition, % at 8.3 µM. actives 0.13% (n = 370,000);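 active means inhibition above the mean of compounds falling within the control limits plus 3 SD of them, cut at about 14% in these data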;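 further: 0% = plate median of compound wells and 100% = 10 µM Aha-Tn7 peptide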
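Assay system: human fibrin DD(E). Input: DD(E) 2 µM final. Medium: Tris buffer with calcium and detergent, pH 7.8. Compound dosing: single point at 8.3 µM. Timing: 10 min plus 3 h, room temperature. Technique: fluorescence polarization of the labelled Tn7 tracer. Read-out: percent inhibition. Replicates: singlicate testing.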
MBD2 DNA inh = inhibitors of MBD2 binding to methylated DNA, primary screen, biochemical, TR-FRET, DNA-binding domain, human | Methyl-CpG-binding domain protein 2 (Homo sapiens), Q9UBB5 | MBD2 binding to methylated oligonucleotide | inhibition, % at 4.4 µM | actives 0.31% (n = 370,000) | AID 686964, 2013; in the data active means inhibition above about 13%
ARFGAP1 inhibitor = inhibitors of rat ARFGAP1 GAP activity, primary screen, biochemical, fluorescence polarization, GDP tracer; ADP-ribosylation factor GTPase-activating protein 1 (Rattus norvegicus), Q62848; Arfgap1-stimulated ARF1 GTP hydrolysis, GDP FP detection; inhibition, % at 16.5 µM; actives 0.26% (n = 360,000); AID 651572, 2012;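 active means inhibition above a per-plate limit, mean inhibition of low control wells plus 3 SD, cut at about 25% in these data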;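 further: 0% = DMSO wells with enzyme and 100% = wells lacking Arfgap1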
Target sequence (Q62848 1-136 limits assumed): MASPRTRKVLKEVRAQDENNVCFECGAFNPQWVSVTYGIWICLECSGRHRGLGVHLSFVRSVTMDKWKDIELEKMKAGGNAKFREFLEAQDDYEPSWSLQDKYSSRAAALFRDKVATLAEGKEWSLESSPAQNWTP
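Replicates: Single well per compound | Assay system: Truncated rat Arfgap1 GAP domain | Control set: No-Arfgap1 wells (100%) versus DMSO full-reaction wells (0%) | Times: Enzyme reaction 120 min at 25 °C after 20 min preincubation | Reagent: Human ARF1(Δ1-17)-GTP substrate | Measured by: Tracer-displacement fluorescence polarization with EDTA stop, 620/688 nm | Measure: Percent inhibition of Arfgap1-stimulated GTP hydrolysis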
ASAP1 inh = inhibitors of human ASAP1 ArfGAP activity, primary screen, biochemical, fluorescence polarization; Arf-GAP with SH3 domain, ANK repeat and PH domain-containing protein 1 (Homo sapiens), …; ASAP1-stimulated ARF1 GTP hydrolysis, GDP FP detection; inhibition, % at 16.5 µM; actives 0.19% (n = 360,000); AID 624377, 2012; in the data active means inhibition above about 25%;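 further: 0% = vehicle with enzyme and substrate and 100% = no enzyme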
UHRF1 MBD2 ctr = UHRF1 methylated DNA binding inhibitors, primary screen, counter-screen for MBD2 inhibitor project, biochemical, TR-FRET, human UHRF1, single concentration; inhibition, % at 4.4 µM; UHRF1 binding to methylated oligo; actives 0.75% (n = 370,000); E3 ubiquitin-protein ligase UHRF1 (Homo sapiens), Q96T88; AID 687016, 2013; in the data active means inhibition above about 21%;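 further: UHRF1 SRA domain binding a hemimethylated CpG hairpin DNA probe; 0% = median of test compound wells and 100% = reference inhibitor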
ADAM17 inh = ADAM17 inhibitors, primary screen, biochemical, QFRET; recombinant ADAM17, EDANS/DABCYL FRET peptide cleavage; inhibition, % at 6.95 µM; actives 0.83% (n = 370,000); AID 720648, 2013;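 active means inhibition above the mean of compounds lying between control limits plus 3 SD, set per campaign, cut at about 8.5% in these data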;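 further: 0% = DMSO-only wells as the low control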
Target sequence (P78536 215-824 limits assumed): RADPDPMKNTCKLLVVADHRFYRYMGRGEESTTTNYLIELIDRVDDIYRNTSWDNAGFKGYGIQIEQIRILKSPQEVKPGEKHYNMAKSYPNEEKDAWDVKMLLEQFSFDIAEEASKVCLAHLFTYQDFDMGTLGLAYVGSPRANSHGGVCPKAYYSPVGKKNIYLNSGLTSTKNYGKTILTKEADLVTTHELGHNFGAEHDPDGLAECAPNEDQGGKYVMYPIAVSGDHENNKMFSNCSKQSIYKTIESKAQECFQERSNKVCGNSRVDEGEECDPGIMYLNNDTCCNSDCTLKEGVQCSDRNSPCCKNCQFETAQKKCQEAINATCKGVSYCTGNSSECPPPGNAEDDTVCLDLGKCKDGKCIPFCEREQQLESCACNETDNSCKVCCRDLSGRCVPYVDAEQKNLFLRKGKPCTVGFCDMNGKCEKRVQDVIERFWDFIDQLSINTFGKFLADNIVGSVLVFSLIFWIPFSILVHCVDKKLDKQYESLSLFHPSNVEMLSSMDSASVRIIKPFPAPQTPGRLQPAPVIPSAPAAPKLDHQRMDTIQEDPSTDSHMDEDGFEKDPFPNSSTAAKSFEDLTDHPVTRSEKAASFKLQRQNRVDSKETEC
Numbers without * were called inactive.

SMILES	PLC-gamma1 inh	PLCb3 inh	DDE Tn6 FP inh	KLK7 zymogen act	DDE Tn7 FP inh	MBD2 DNA inh	ARFGAP1 inhibitor	ASAP1 inh	UHRF1 MBD2 ctr	ADAM17 inh
CC(=O)c1c(N2CCOCC2)nc(=S)n(Cc2ccccc2)c1C	-2	0	-1	-0.1	3	6	-2	-4	1	-7
O=C1c2ccccc2-c2n[nH]c(=O)c3ccc(N4CCCCC4)c1c23	-5	-7	-5	0.6	-5	-6	9	-7	-7	-5
COc1ccc(-n2c3c(cc(C(=O)NCc4ccco4)c2=O)C(=O)CC(C)(C)C3)cc1	-73	-118	5	2.5	7	-1	10	-1	0	-19
Cc1cccc(C(=O)O)c1[N+](=O)[O-]	-1	-1	4	-0.1	7	0	-2	7	2	-4
CC(=O)Cc1nsc(NC(=O)c2ccc(COc3ccccc3Cl)o2)n1	-14	-21	-4	0.0	-1	-2	-4	3	0	1
O=C(N/N=C/c1ccccc1)c1[nH]ncc1Br	-1	0	-1	-0.4	-2	-4	28*	4	0	-2
O=C(O)CCC(=O)c1ccc2sc3ccccc3c2c1	-28	-41	6	3.2	-6	2	1	-5	-4	-13
O=C(Cc1ccccc1F)NC1CCSc2ccccc21 (stereo not given)	2	-5	8	-0.2	7	-4	-11	4	0	-2
O=C(NCC(=O)N1CCCCCCC1)c1ccc(Br)o1	-1	-4	2	-0.2	9	-2	-6	-8	2	-1
CC1(OC(=O)c2cccs2)C(=O)C=C2C=C(C3CC3)OC=C2C1=O (stereo not given)	-20	-35	7	0.3	2	-5	-7	14	-2	-2
Cc1ccc(Nc2nc(C(=O)N3CCC(C(=O)NCCN4CCOCC4)CC3)cs2)cc1	0	2	-2	0.1	-4	0	5	-6	-1	1
Cc1cccc(CC(=O)NCCN2CCCCC2)c1	1	-3	-7	0.0	5	1	4	4	0	2
Cc1cc2c(ccc3c2no[n+]3[O-])nn1	-3	1	-3	0.1	-6	-1	7	-5	-1	0
CCOC(=O)N1CCC(NS(=O)(=O)c2cc3c(cc2Br)CCN3C(=O)CC)CC1	3	0	-2	0.7	7	5	6	-6	-3	-6
O=C(Cn1cnc2ccccc2c1=O)N1CCc2ccccc2C1	-2	-6	0	-0.1	-6	-4	7	22	-1	1

One compound at a time, as listed above. Screens in order: PLC-gamma1 inh, PLCb3 inh, DDE Tn6 FP inh, KLK7 zymogen act, DDE Tn7 FP inh, MBD2 DNA inh, ARFGAP1 inhibitor, ASAP1 inh, UHRF1 MBD2 ctr, ADAM17 inh
CCOC(=O)N1CCC(NS(=O)(=O)c2cc3c(cc2Br)CCN3C(=O)CC)CC1 across the screens: 3, 0, -2, 0.7, 7, 5, 6, -6, -3, -6
O=C1c2ccccc2-c2n[nH]c(=O)c3ccc(N4CCCCC4)c1c23 across the screens: -5, -7, -5, 0.6, -5, -6, 9, -7, -7, -5
Cc1cccc(C(=O)O)c1[N+](=O)[O-] across the screens: -1, -1, 4, -0.1, 7, 0, -2, 7, 2, -4
O=C(Cn1cnc2ccccc2c1=O)N1CCc2ccccc2C1 across the screens: -2, -6, 0, -0.1, -6, -4, 7, 22, -1, 1
COc1ccc(-n2c3c(cc(C(=O)NCc4ccco4)c2=O)C(=O)CC(C)(C)C3)cc1 across the screens: -73, -118, 5, 2.5, 7, -1, 10, -1, 0, -19

New compounds follow
SMILES	PLC-gamma1 inh	PLCb3 inh	DDE Tn6 FP inh	KLK7 zymogen act	DDE Tn7 FP inh	MBD2 DNA inh	ARFGAP1 inhibitor	ASAP1 inh	UHRF1 MBD2 ctr	ADAM17 inh
COc1ccc(C)cc1S(=O)(=O)N(C)CC(=O)N1CCC(C)CC1	2	1	2	-0.1	-1	1	12	2	3	-2
C=CCn1c(SCC(=O)Nc2ccccc2C)nnc1-c1ccncc1	-2	-1	-1	0.7	8	3	-2	4	2	-1
CC1CC(CC(C)C(=O)Nc2nncs2)C(=O)O1 (stereo not given)	-1	2	-3	0.1	5	4	-6	1	-4	0
CC1CCN(C(=O)Cn2cc(SCC(=O)NCC3CCCO3)c3ccccc32)CC1 (stereo not given)	-1	-7	2	0.5	-4	5	-5	-7	0	-5
CC(=O)Oc1ccc(C(=O)Nc2nccs2)cc1	6	4	4	0.0	10	-8	-12	1	-1	3
CCc1ccc(OCC(=O)OCC(=O)NC2CCCC(C)C2C)cc1 (stereo not given)	1	0	-3	0.6	0	1	6	-2	2	-2
COC(=O)c1ccc(COc2cc([N+](=O)[O-])cc3cccnc23)cc1	4	-3	5	0.0	0	3	9	15	-1	1
Cc1ccc(C)c(Nc2ncnc(N)c2[N+](=O)[O-])c1	-1	2	3	0.2	5	-5	-1	-1	0	-1
CCCCCOc1ccc(NC(=O)C(=O)NCCCn2ccnc2)cc1	6	1	5	1.1	-2	-3	1	-3	0	1
COc1ccc(/C=N/NC(=O)C(=O)N2CCCCCC2)cc1	-2	-3	-1	0.0	2	0	5	-7	0	1
CCCS(=O)(=O)NC(=O)C1(C)CCCN(C(=O)c2c(OC)cccc2OC)C1 (stereo not given)	0	1	7	-0.3	-1	-5	19	-18	2	-6
Cc1c(C(=O)Nc2ccccc2[N+](=O)[O-])csc1-c1ccccc1	3	5	-3	1.2	7	1	-1	2	0	5
CN(C)S(=O)(=O)c1ccc(NC(=O)CN2CCCC2c2ccc3c(c2)OCCCO3)cc1 (stereo not given)	6	-4	4	-0.1	-9	0	4	-6	1	5
FC(F)(F)c1nc(NCc2ccccc2)c2nnn(Cc3ccccc3)c2n1	-1	-5	3	-0.7	2	1	-8	2	4	-4
COCc1cc(CN2CCN(CCc3ccccc3)C(CCO)C2)ccc1OC (stereo not given)	0	-4	1	0.0	1	5	-8	8	-4	-2
COc1cc(NC(=O)c2ccc(Br)o2)c(C(=O)O)cc1OC	-8	-19	-3	-0.3	-1	-5	3	-1	2	2
C=CCN(c1ccccc1)S(=O)(=O)c1cccc(C(=O)Nc2ccncc2)c1	3	-10	-8	0.3	-1	0	11	2	0	-1
C#CCSc1nc(N)c2c(n1)OC(N)=C(C#N)C2c1cccnc1 (stereo not given)	-1	0	6	-0.1	2	-4	7	9	2	-2
CCOC(=O)CNC(=O)CSc1nc(Cc2ccccc2)nc2ccccc12	-1	-1	-12	0.3	3	8	24	-6	4	-1
CCOC(=O)CC(Nc1nc(N2CCOCC2)nc(N2CCOCC2)n1)c1ccccc1Cl (stereo not given)	-3	5	0	0.5	-1	-5	-12	1	0	-3
O=C1c2ccccc2C(=O)N1CCCP(=O)(O)CCc1ccccc1	-1	0	4	-0.7	4	4	13	-1	3	-4
CCOc1cccc2cc(C(=O)OCC(=O)Nc3c(C)cccc3CC)c(=O)oc12	-17	-19	1	1.0	0	-3	-4	-4	1	-1
CCOC(=O)COc1ccc(S(=O)(=O)NCc2cccnc2)cc1	-1	0	1	-0.3	2	-5	0	-3	1	-3
O=C(CN(Cc1ccccc1Cl)C(=O)c1csnn1)NCc1ccc(F)cc1	4	-3	1	0.2	-8	-1	0	3	0	-1
NNC(=S)NC1CCCCC1	-2	-7	0	-0.2	12	-6	2	-28	-4	-1
C=CCSc1nnc2n(-c3ccccc3OC)c(=O)c3c4c(sc3n12)CCC4	-3	-2	3	0.2	5	-6	-2	1	-4	-2
COc1cc(OC)c(OC)cc1CN1CCCC(C(=O)c2sccc2C)C1 (stereo not given)	3	-10	-4	0.8	3	7	-5	8	4	-6
CCN(CC)S(=O)(=O)c1ccc(N2CCCC2)c(NC(=O)Cc2ccccc2)c1	0	-10	-1	0.2	-2	2	3	4	2	-3
CCOC(=O)C1C2C=CC3(CN(CCc4ccccc4)C(=O)C13)O2 (stereo not given)	-5	2	-4	0.2	-2	0	12	0	9	-9
COc1ccc(/C=C/C(=O)O/N=C(\N)c2ccccn2)cc1OC	-79	-88	3	0.8	9	-7	2	9	-5	-40
Cc1ccc(S(=O)(=O)N2CCOCC2)cc1C(=O)Nc1ccc2c(c1)CCC2	1	1	1	-0.8	-4	-3	3	5	-3	2
COCC(=O)N1C[C@H]2CON(C)[C@H]2C[C@H]1c1cccc(-c2ccccc2)c1	-1	-1	-2	-0.4	1	-1	16	-1	3	-4
CCOC(=O)c1c(CSc2ccsc2)n(C)c2cc(Br)c(O)c(CN(C)C)c12	1	-12	1	0.0	3	0	7	5	-2	2
COc1ccc(NC(=O)C2CCCN(S(C)(=O)=O)C2)c(OC)c1 (stereo not given)	-4	-7	3	0.6	11	3	4	3	2	-5
Cc1ccc(NC(=O)CCCn2nc(C)c3c(C)n(-c4ccccc4)nc3c2=O)c(Cl)c1	0	-5	3	0.0	3	-7	-4	2	-2	-1
CCn1c(COc2ccc(=O)n(-c3ccccc3)n2)nnc1SCc1ccccc1	4	1	-4	0.2	-6	-2	-6	-1	0	2
COc1ccc(C)cc1NC(=O)CCS(=O)(=O)c1ccc2c(c1)CCN2C(C)=O	0	0	6	0.0	-4	-1	-5	-16	-3	-2
Cc1ccc(-c2nn(Cc3ccccc3)cc2/C=C/C(=O)O)cc1	-2	-2	-1	-0.3	0	-1	7	4	0	-2
CCN=C1NC(c2ccccc2C(F)(F)F)C(C(=O)OC)=C(C)N1Cc1ccc(C(F)(F)F)cc1 (stereo not given)	-5	-6	8	0.4	5	-5	8	9	-1	-11
C=CCNC(=O)c1snnc1-c1ccccc1	-1	3	-2	-0.1	5	2	7	6	2	-4
C/C(Cc1ccccc1)=N\NC(=O)CNC(=O)c1ccccc1F	-1	-5	5	0.2	2	1	-7	-1	3	-6
Cc1cccc(-c2oc3ccc(-c4ccc5c(c4)OCO5)cc3c2-c2ccc(OC3CCCCO3)cc2)c1 (stereo not given)	-37	-63	-11	-0.3	-7	-2	5	21	-1	-3
CCc1cc(=O)oc2c(C)c(O[C@@H]3O[C@H](CO)[C@@H](O)[C@H](O)[C@H]3O)ccc12	1	-3	-1	-1.1	2	1	1	1	-2	-1
COc1cc2ccccc2cc1C(=O)NC(=S)Nc1cc(C(=O)O)ccc1C	-1	4	-6	-0.2	-1	5	5	4	0	-2
CCn1c(SCC(=O)N2CCOCC2)nc2sc3c(c2c1=O)CCCC3	-2	0	-5	-0.1	4	7	2	-6	16	-4
